BL2 CD40 inh: CD40 pathway inhibition in BL2 cells; inhibition, % at 10 µM; BL2 NF-kB luciferase reporter, CD40L-induced, 4 h; 83,000 compounds, 0.94% hits;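 active = mean inhibition of at least 50% with a set share of replicates also reaching that level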;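 note: 0% = neutral control wells and 100% = IKK inhibitor VII at 50 µM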
The depositor's hits bear a star; [ ] = dose if it differs, or a comment. Only part of the results is shown; rates above refer to the full screens.

A first look, 2 compounds:
SMILES	BL2 CD40 inh
O=C(Cc1c[nH]c2ccccc12)OCCOC(=O)Cc1c[nH]c2ccccc12	1
CC(=O)c1c(C)[nH]c(C(=O)OCC(=O)Nc2cccnc2Cl)c1C	-11

The list itself, from the start:
SMILES	BL2 CD40 inh
O=C(Cc1c[nH]c2ccccc12)OCCOC(=O)Cc1c[nH]c2ccccc12	1
CC(=O)c1c(C)[nH]c(C(=O)OCC(=O)Nc2cccnc2Cl)c1C	-11
Cn1c2ccccc2c2cc(C(=O)N3CCN(CCO)CC3)sc21	-22
O=C(CCC(=O)c1ccc(F)cc1)NCC1(N2CCCCC2)CCCCC1	6
CCn1c2ccccc2c2cc(CN3CCN(C(=O)c4ccco4)CC3)ccc21	8
CC(=O)Nc1ccc2c(c1)CC(=O)N(C)C[C@@H](C)[C@H](CN(C)C(=O)NC(C)C)O2	18
O=C(Nc1ccccc1)c1sc(N2CCOCC2)nc1-c1ccccc1	11
COc1ccccc1C(=O)COC(=O)c1cccc(-n2cnnn2)c1	-24
Brc1ccc2ncnc(Nc3cccc4ccccc34)c2c1	4
CCS(=O)(=O)N1CC2(C1)CN(S(=O)(=O)c1cn(C)cn1)[C@@H](CO)c1[nH]c3cc(OC)ccc3c12	-16[25 µM]
Cc1[nH]c2ccccc2c1C(Nc1nccs1)c1ccncc1 (stereo unspecified)	10
O=S(=O)(c1ccccc1)N1CC2(C1)[C@@H](c1ccccc1)[C@@H](CO)N2CCC(F)(F)F	0[25 µM]
C[C@H](CO)N1C[C@H](C)[C@H](CN(C)Cc2ccncc2)OCc2ccccc2-c2ccccc2C1=O	17
CC(C)CN(C(=O)c1ccc(N2CCCC2=O)cc1)C1CCS(=O)(=O)C1 (stereo unspecified)	-1
Cc1ccc(S(=O)(=O)N(C)C[C@@H]2OCc3ccccc3-c3c(n(C)c4ccccc34)C(=O)N([C@H](C)CO)C[C@@H]2C)cc1	1
COc1ccc(OCC(=O)OCCNC(=O)c2cccnc2)cc1	0
O=C(NCC1CCCCC1)c1cc(S(=O)(=O)N2CCCCC2)ccc1Cl	4
O=C(NCc1cccnc1)c1cccc(NS(=O)(=O)c2ccc(Br)cc2)c1	11
O=C(Nc1cccc(F)c1)N1CCCCN2[C@H](CO)[C@H](c3ccc(C#Cc4cccnc4)cc3)[C@@H]2C1	4[25 µM]
Cc1cccc(NS(=O)(=O)c2ccc(C(=O)N3CC(C)OC(C)C3)cc2)c1C (stereo unspecified)	9
CCCN(CC1CC1)c1nc(C)nc(Nc2c(Cl)cc(Cl)cc2Cl)c1Cl	-13[25 µM]
CCCCn1c(N)c(N(CC(C)C)C(=O)CSCc2c(C)noc2C)c(=O)[nH]c1=O	7
O=C1CC(N2CCC(C(=O)N3CCCCC3)CC2)C(=O)N1 (stereo unspecified)	7
Cc1ccc(S(=O)(=O)N2CCN(C(=O)c3cc(S(=O)(=O)N(C)C)ccc3N3CCCC3)CC2)cc1	0
O=C(c1cccc(F)c1)N(Cc1nc2ccccc2c(=O)[nH]1)C1CCCC1	17
Remaining list, next part.
SMILES	BL2 CD40 inh
CCSc1nnc(NC(=O)C2CC=CCC2C(=O)O)s1 (stereo unspecified)	-7
O=C(c1cccc(S(=O)(=O)NCCOc2ccccc2)c1)N1CCN(c2ncccn2)CC1	4
CNCc1c(OCc2ccccc2F)ccc2ccccc12	13
O=C(c1cc(COc2cccc3cnccc23)on1)N1CCC(c2ccccc2Cl)C1 (stereo unspecified)	7
COc1ccc(C#Cc2ccc([C@@H]3[C@H]4CN(C(=O)NC(C)C)CC(=O)N4[C@H]3CO)cc2)cc1	20[25 µM]
O=C(O)c1ccc([N+](=O)[O-])nc1	6
O=C(Nc1ccc2c(c1)OCO2)Nc1cnccn1	-68
CCCCC(=O)Nc1ncc(Br)s1	3
Clc1ccc(N(CC2CO2)CC2CO2)cc1 (stereo unspecified)	-7
CCCNC(=O)NC[C@@H]1[C@H](c2ccc(C3=CCCC3)cc2)[C@H](CO)N1C(C)=O	0
COc1ccc2c3c([nH]c2c1)[C@@H](CO)N(Cc1ccccc1)CC31CN(C(=O)Nc2cccc(F)c2)C1	18[25 µM]
C[C@H]1CN([C@@H](C)CO)C(=O)c2cc(C#CC3(O)CCCC3)cnc2O[C@H]1CN(C)S(=O)(=O)c1cccc(F)c1	0[25 µM]
Cc1nnc(NC(=O)CSC2=NN3CCCC(=O)N=C3S2)s1	3
Brc1ccc2c(c1)[C@H]1OCC[C@H]1[C@@H](c1cccs1)N2	-9
C[C@@H]1CN([C@H](C)CO)C(=O)c2c(c3ccccc3n2C)-c2ccccc2CO[C@H]1CN(C)CC1CC1	1
CCC(C)C(=O)Nc1nc2ccc(S(C)(=O)=O)cc2s1 (stereo unspecified)	-15
COCCOC(=O)c1c(C)oc2ccc(OCC=C(C)C)cc12	0
O=C(O)CNC(=O)c1ccccc1F	8
COc1ccc(N2C(=NC(=O)C3CCCO3)SC3CS(=O)(=O)CC32)cc1 (stereo unspecified)	10
Cc1ccc(S(=O)(=O)N(C)C[C@H]2OCCCC[C@H](C)Oc3ccc(NC(=O)c4ccncc4)cc3C(=O)N([C@@H](C)CO)C[C@@H]2C)cc1	5[25 µM]
O=C(O)c1ccccc1/C=N/Nc1ccc(S(=O)(=O)Nc2ccc(Cl)cc2)cc1[N+](=O)[O-]	7
CNC1(c2nnnn2-c2ccccc2C)CCOC(C)(C)C1 (stereo unspecified)	6
CS(=O)(=O)NCCNc1ncc(C(F)(F)F)cc1Cl	-2
CN1c2ccc(-c3ccc(F)cc3)cc2[C@@H]2[C@@H](CCN2S(=O)(=O)c2cccc(F)c2)[C@@H]1CO	6[25 µM]
Clc1ccccc1Cn1nnc(-c2cccs2)n1	-62
(cont.)
SMILES	BL2 CD40 inh
Cn1cnc(S(=O)(=O)N2CCCCN3[C@H](C2)[C@H](c2ccc(C4=CCCCC4)cc2)[C@@H]3CO)c1	10[25 µM]
CSC1=NCCN1C(=O)c1ccc(S(=O)(=O)N2CCOCC2)cc1	8
COC(=O)CC1SC(=O)NC1=O (stereo unspecified)	14
COc1cc([N+](=O)[O-])cc2sc(NC(=O)c3c(F)cccc3F)nc12	10
CO[C@H]1CN(C)C(=O)c2ccc(NC(=O)NC(C)C)cc2OC[C@@H](C)N(Cc2ccc(-c3ccccn3)cc2)C[C@@H]1C	5[25 µM]
CCOc1ccc(-n2c(C)c3c(C)nnc(C)c3c2C)cc1	-7
CN(Cc1ccccc1)C(=O)COC(=O)C1CCN(S(=O)(=O)c2ccc(Cl)c(C(F)(F)F)c2)CC1	1
C[C@@H]1CN([C@@H](C)CO)C(=O)c2cc(NC(=O)CCC(F)(F)F)ccc2O[C@@H](C)CCCCO[C@@H]1CN(C)C(=O)c1ccncc1	-10[25 µM]
C[C@@H]1CN([C@@H](C)CO)C(=O)c2cc(-c3cccnc3)cnc2O[C@@H]1CN(C)C(=O)Nc1ccccc1	5[25 µM]
O=C(c1ccc(Cl)c([N+](=O)[O-])c1)N1CCN(C(=O)c2ccco2)CC1	2
CN1CCN(C(=O)C[C@H]2CC[C@@H]3[C@H](COc4ccc(NC(=O)C5CCC5)cc4C(=O)N3C)O2)CC1	-2
O=C(CC(Cc1ccccc1)c1ccco1)NC1CCCCC1 (stereo unspecified)	18
CCN(CC)S(=O)(=O)c1ccc(N2CCCC2)c(NC(=O)CN2C(=O)NC3(CCCC3)C2=O)c1	2
CCCS(=O)(=O)N1CCCC(C(=O)N2CCCCC2)C1 (stereo unspecified)	3
Cc1cc(C)n(CC(=O)NCCC2=CCCCC2)n1	-1
COc1cccc(/C=C/C(=O)OCC(=O)Nc2ccc(N3CCOCC3)cc2)c1OC	4
CN1CCN(C(=O)C[C@H]2C[C@H]3c4cc(NC(=O)NC5CCCCC5)ccc4O[C@H]3[C@@H](CO)O2)CC1	-4
Cc1ccc(SCC(=O)NCC2COc3ccccc3O2)cc1 (stereo unspecified)	0
CCOC(=O)C1(C)CCCN1C(=O)c1ccc(C(F)(F)F)nc1C (stereo unspecified)	16
COc1cccc(-c2noc(CCC(=O)NC3CCCC3)n2)c1	-12
Fc1ccc(COc2ccccc2CNc2nn[nH]n2)cc1	1
COc1ccc2cc3cc(C(=O)NCCN4CCN(Cc5ccccc5)CC4)oc3nc2c1	-34
Cc1cc(C(=O)NNC(=O)Cc2ccc(Cl)cc2)c(C)o1	-7
NC(=S)NN=Cc1ccc(OC(=O)COc2cc(Cl)c(Cl)cc2Cl)cn1	14
C[C@@H]1CN([C@H](C)CO)C(=O)c2ccccc2-c2ccccc2CO[C@@H]1CN(C)C(=O)Nc1ccc(-c2ccccc2)cc1	8[25 µM]
More entries.
SMILES	BL2 CD40 inh
CN1CCN(C(=O)c2cc(Cl)cc(Cl)c2NC(=O)c2ccco2)CC1	-4
O=C(COC(=O)COc1ccccc1)NCCc1ccccc1	1
Cc1c(C)n(Cc2ccccc2)c2ncnc(NCCCN(C)C)c12	4
CO[C@H]1CC[C@@H]2CCOc3c(C#N)cccc3C(=O)N(C)C[C@@H](c3ccccc3)CC(=O)N(C)C[C@@H]1O2	-11[25 µM]
N#C[C@@H]1[C@@H](c2ccc(-c3cncnc3)cc2)[C@H](CO)N1C(=O)CN1CCOCC1	-20[25 µM]
Cc1ccc(S(=O)(=O)N(C)C)cc1NC(=O)COC(=O)Cc1ccccc1F	5
Cc1cc(C)n(-c2ccc(C(=O)N3CCc4ccccc43)cc2)n1	-59
CC(=O)N1CCN(S(=O)(=O)c2cccc(C(=O)NNC(=O)Cn3ccc(C(F)(F)F)n3)c2)CC1	3
NC(=O)CCn1cnc2ccccc21	8
C(=C\c1cccc2ccccc12)/c1nnc(-c2cccs2)o1	-12
CC1(C(=O)NS(=O)(=O)c2ccc(Cl)cc2)CCN1C(=O)C1(c2ccc(Cl)cc2)CC1 (stereo unspecified)	1
O=C(OCC(=O)N1CCCC1=O)c1cc(S(=O)(=O)N2CCOCC2)ccc1Cl	18
O=c1c2nnn(Cc3ccccc3)c2ncn1-c1ccccc1	1
CCc1ncc(C(O)c2cccc3ccccc23)n1C (stereo unspecified)	8
COc1ccc2cc(C3(C)NC(=O)N(CC(=O)NCc4ccco4)C3=O)ccc2c1 (stereo unspecified)	-4
CCN(CC(=O)NC1CCS(=O)(=O)C1)c1nc(-c2ccccc2)nc2ccccc12 (stereo unspecified)	10
C/C(=N\n1c(C)nc2ccccc2c1=O)c1ccc(C)o1	9
COc1ccc(OCC(=O)NCCNC(=O)c2ccncc2)cc1	3
C[C@H]1CN(C)C(=O)c2cc(NS(C)(=O)=O)ccc2O[C@H]1CN(C)C	7
c1cnc2c(c1)ncc1cscc12	3
O=C(CN1C(=O)CSC1=O)N1CCCC(Nc2ccc(F)cc2)C1 (stereo unspecified)	-2
Cc1cc(CNCc2c(C(=O)N3CCCCCCC3)nc3ccc(Cl)cn23)nn1C	2
CC(=O)N1[C@H](CNC(=O)CN(C)C)[C@H](c2ccc(C3=CCCC3)cc2)[C@@H]1CO	13
CCOC(=O)c1[nH]c2ccc(OC)cc2c1NC(=O)CN1CCc2ccccc2C1	1
CCC(=O)NCCc1c[nH]c2ccccc12	5

Shown bar-delimited: 15 of the compounds above.
molecule | BL2 CD40 inh
CN1CCN(C(=O)c2cc(Cl)cc(Cl)c2NC(=O)c2ccco2)CC1 | -4
O=C(COC(=O)COc1ccccc1)NCCc1ccccc1 | 1
Cc1c(C)n(Cc2ccccc2)c2ncnc(NCCCN(C)C)c12 | 4
CO[C@H]1CC[C@@H]2CCOc3c(C#N)cccc3C(=O)N(C)C[C@@H](c3ccccc3)CC(=O)N(C)C[C@@H]1O2 | -11[25 µM]
N#C[C@@H]1[C@@H](c2ccc(-c3cncnc3)cc2)[C@H](CO)N1C(=O)CN1CCOCC1 | -20[25 µM]
Cc1ccc(S(=O)(=O)N(C)C)cc1NC(=O)COC(=O)Cc1ccccc1F | 5
Cc1cc(C)n(-c2ccc(C(=O)N3CCc4ccccc43)cc2)n1 | -59
CC(=O)N1CCN(S(=O)(=O)c2cccc(C(=O)NNC(=O)Cn3ccc(C(F)(F)F)n3)c2)CC1 | 3
NC(=O)CCn1cnc2ccccc21 | 8
C(=C\c1cccc2ccccc12)/c1nnc(-c2cccs2)o1 | -12
CC1(C(=O)NS(=O)(=O)c2ccc(Cl)cc2)CCN1C(=O)C1(c2ccc(Cl)cc2)CC1 (stereo unspecified) | 1
O=C(OCC(=O)N1CCCC1=O)c1cc(S(=O)(=O)N2CCOCC2)ccc1Cl | 18
O=c1c2nnn(Cc3ccccc3)c2ncn1-c1ccccc1 | 1
CCc1ncc(C(O)c2cccc3ccccc23)n1C (stereo unspecified) | 8
COc1ccc2cc(C3(C)NC(=O)N(CC(=O)NCc4ccco4)C3=O)ccc2c1 (stereo unspecified) | -4

The listing continues.
SMILES	BL2 CD40 inh
CCOc1ccc(CC(=O)NCc2cn3c(C)csc3n2)cc1	-3
Clc1ccc(Cl)c(OCc2cc(-c3ccccc3Cl)on2)c1	-18
Cn1ncc(C#N)c1/N=C/N1CCCC1	5
C/C(NCCc1ccccc1)=C1/CCOC1=O	-3
C[C@H](CO)N1C[C@H](C)[C@H](CN(C)Cc2ccncc2)Oc2ncc(-c3cncnc3)cc2C1=O	-4[25 µM]
CN1CCN(C2CCCCC2NS(=O)(=O)c2ccccc2)CC1 (stereo unspecified)	2
Cc1nc2nc(CSc3nnc(C)s3)cc(=O)n2[nH]1	1
CCOC(=O)CCCNC(=O)c1cncc(O)c1	8
OC(c1cccs1)c1nccc2ccccc12 (stereo unspecified)	1
CC(O)(c1cccc(F)c1)c1nc(-c2cccc(C#N)c2)cs1 (stereo unspecified)	18
O=C(N[C@@H]1C=C[C@@H](CC(=O)N2CCC(Cc3ccccc3)CC2)O[C@H]1CO)c1cnccn1	1[25 µM]
O=C(c1ccccn1)N1C[C@@H]2[C@H](c3ccccc31)[C@H](CO)N2C(=O)Cc1ccccc1	-4[25 µM]
CC(C)CCNC(=O)COC(=O)c1ccc(Br)o1	0
COc1ccc(NC(=O)COC(=O)C2CC3C=CC2C3)cc1 (stereo unspecified)	-38
O=C(O)c1cnn2c(C(F)(F)F)cc(-c3ccco3)nc12	5
COc1ccc(S(=O)(=O)Nc2ccc3c(c2)C(=O)N([C@H](C)CO)C[C@H](C)[C@H](CN(C)C(=O)Nc2ccccc2)OCCCC[C@H](C)O3)cc1	25
O=C(c1ccccc1)c1ccc(C(=O)N2CCN(c3ccccc3)CC2)cc1	-4
CCN(CC)S(=O)(=O)c1ccc(N2CCOCC2)c(NC(=O)COc2ccc(OC)cc2)c1	-2
